Screens deposited in PubChem BioAssay by The Scripps Research Institute Molecular Screening Center.
procasp3 activ: procaspase-3 (human) activation; AID 463141; recombinant procaspase-3 D3A, Ac-DEVD-pNA absorbance 405 nm; activation, % at 8.5 µM; actives 0.11% (n = 330,000);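 active = activation above the mean of all tested compounds plus 3 SD, cut at about 21% in these data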;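 also: 0% = DMSO alone and 100% = DMSO wells spiked with extra 5 µM PC-3 D3A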
Target sequence (P42574 whole entry D9A/D28A/D175A): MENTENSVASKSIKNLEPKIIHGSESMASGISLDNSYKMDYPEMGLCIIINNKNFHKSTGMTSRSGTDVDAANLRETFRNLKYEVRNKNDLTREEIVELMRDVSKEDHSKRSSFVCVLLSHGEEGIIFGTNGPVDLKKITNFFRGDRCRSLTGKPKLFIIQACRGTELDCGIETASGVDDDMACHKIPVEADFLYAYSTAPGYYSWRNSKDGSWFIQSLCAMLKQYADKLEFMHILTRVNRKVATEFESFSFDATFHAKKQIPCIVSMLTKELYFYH
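Assay system – Procaspase-3 D3A mutant, all three cleavage aspartates alanine · Controls – DMSO-only low control, 5 µM PC-3 D3A high control · Schedule – 1 h compound preincubation, 2 h substrate hydrolysis at 25 °C · Signal – 405 nm absorbance of p-nitroaniline, reads at 0 and 120 min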
PP5 primary: blocks human protein phosphatase 5 activity; actives 0.18% (n = 320,000); inhibition, % at 6.7 µM; purified PP5c, OMFP substrate fluorescence; P53041;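 active = inhibition above the campaign's mean inhibition across all tested compounds plus 3 SD, cut at about 9.5% in these data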;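 also: 0% = DMSO only and 100% = 100 µM cantharidin control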
procasp7 counter: activates human procaspase-7, counter-screen for procaspase-3 activators; P55210; recombinant procaspase-7, Ac-DEVD-pNA absorbance 405 nm; D23A/D198A/D206A triple mutant, cannot self-cleave; scale: DMSO 0, 5 µM enzyme 100; activation, % at 8.5 µM; actives 0.093% (n = 330,000);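 active = percent activation above the screen-wide mean plus 3 SD, cut at about 25% in these data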
Target sequence (P55210 whole entry D23A/D198A/D206A): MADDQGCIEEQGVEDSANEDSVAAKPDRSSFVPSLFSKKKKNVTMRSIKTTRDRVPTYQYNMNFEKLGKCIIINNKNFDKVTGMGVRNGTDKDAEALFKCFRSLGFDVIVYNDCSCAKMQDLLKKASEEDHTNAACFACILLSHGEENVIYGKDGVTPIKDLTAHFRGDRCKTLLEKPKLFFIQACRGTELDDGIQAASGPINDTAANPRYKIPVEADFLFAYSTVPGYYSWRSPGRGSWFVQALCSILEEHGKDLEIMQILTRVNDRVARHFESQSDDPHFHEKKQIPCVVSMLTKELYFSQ
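Assay system: Uncleavable procaspase-7 mutant enzyme / Input: 2 µM procaspase-7 mutant as dispensed / Dosing: single nominal 8.5 µM compound dose, 0.8% DMSO final / Timing: 1 h enzyme–compound preincubation and 2 h substrate reaction, both 25 °C / Detection: p-Nitroaniline absorbance at 405 nm, read at 0 and 120 min / Replication: singlicate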
PP1 inh: blocks human PP1-alpha phosphatase, a PP5 counter-screen; P62136; actives 0.9% (n = 320,000); inhibition, % at 6.7 µM; AID 2235; purified PP1alpha, OMFP fluorescence;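 active = inhibition above the mean inhibition of all tested compounds plus 3 SD, computed separately for each screening campaign, cut at about 15% in these data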
Target sequence (P62136 whole entry, looked up): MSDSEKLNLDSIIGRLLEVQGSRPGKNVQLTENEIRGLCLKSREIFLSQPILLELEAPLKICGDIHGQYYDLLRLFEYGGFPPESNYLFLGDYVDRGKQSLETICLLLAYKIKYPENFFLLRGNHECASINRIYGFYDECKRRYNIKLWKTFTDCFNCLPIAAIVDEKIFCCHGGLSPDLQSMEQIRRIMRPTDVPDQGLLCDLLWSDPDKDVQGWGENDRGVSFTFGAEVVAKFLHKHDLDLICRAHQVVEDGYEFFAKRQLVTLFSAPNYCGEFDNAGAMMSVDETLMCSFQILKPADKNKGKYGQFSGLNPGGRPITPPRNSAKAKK
PAFAH2 inh: inhibitors of human PAFAH2. inhibition, % at 3.39 µM. Q99487. AID 492956. actives 0.99% (n = 340,000). recombinant PAFAH2, FP-rhodamine activity probe, fluorescence polarization;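 active = inhibition above the mean over all tested compounds plus 3 SD, cut at about 30% in these data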;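 also: inhibitors block probe labeling of enzyme so polarization drops; 0% = enzyme with DMSO and 100% = wells lacking PAFAH2 protein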
Fh CTSL1 inh: counter-screen for PFM18AAP inhibitors: inhibitors of F. hepatica cathepsin L1 | recombinant F. hepatica cathepsin L1, Z-Leu-Arg-MCA fluorescence | inhibition, % at 5.96 µM | actives 0.49% (n = 300,000);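 active = inhibition above the mean of all tested compounds plus 3 SD, set per screening campaign, cut at about 17% in these data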;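 also: 0% = plate median of test compound wells and 100% = 1 µM Z-Phe-Ala-diazomethylketone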
HCV core dimer: blocks dimerization of HCV core protein. TR-FRET GST/Flag-core106 dimerization, 1536-well. inhibition, % at 5 µM. actives 0.33% (n = 300,000). AID 1899;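 active = inhibition above the mean of all tested compounds plus 3 SD, set per screening campaign, cut at about 45% in these data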
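System – GST-tagged and Flag-tagged HCV core protein residues 1-106 · Repeats – one well for each compound · Technique – TR-FRET 671 and 617 nm emission · Doses – one concentration, 5 µM, in 0.5% DMSO · Times – 4 h, 22.5 °C incubation · Also added – Eu donor and XL665 acceptor anti-tag antibodies · Measure – percent inhibition of core106 dimerization signal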
AHR act: activates the human aryl hydrocarbon receptor | activation, % at 5 µM | P35869 | actives 2.5% (n = 320,000) | AID 2796 | AHR-responsive luciferase reporter cells, luminescence; in the data active = activation above about 47%;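 also: 0% = vehicle wells and 100% = reference agonist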
TPT1 inhibitor: blocks Candida albicans tRNA 2'-phosphotransferase | recombinant caTPT1, FP RNA substrate dephosphorylation | inhibition, % at 5 µM | actives 0.81% (n = 300,000);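 active = inhibition above the mean of all tested compounds plus 3 SD, set per screening campaign, cut at about 24% in these data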;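 also: plate controls were DMSO alone for no effect and ferristatin control at 100 nM for full effect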
* marks the source's active call; other numbers are inactive results; x = not tested or not shown.

nr | SMILES | procasp3 activ | PP5 primary | procasp7 counter | PP1 inh | PAFAH2 inh
1 | O=C(Nc1cccc(NC(=O)c2ccc(-c3cccc(Br)c3)o2)c1)c1ccco1 | -4 | 5.0 | 10 | 2 | -54
2 | COCc1nnc(NC(=O)c2ccc(S(=O)(=O)N3CCCC3)cc2)o1 | 0 | 4.3 | -2 | 0 | 6
3 | COc1ccc(OCC(O)CNC(=O)/C=C/c2cccc([N+](=O)[O-])c2)cc1 (configuration not stated) | 1 | 0.1 | 3 | -4 | -5
4 | COc1ccc(NC(=O)CC2CCCC2)cc1OC | 0 | 2.9 | 2 | 3 | 11
5 | COc1cc(C2N(C)CCC3(OCCO3)C2(C)C)cc(OC)c1OC (configuration not stated) | -4 | 2.9 | -3 | -2 | 3
6 | CCCc1c(C(=O)N/N=C/c2ccccc2C(F)(F)F)nnn1-c1nonc1N | 1 | 0.4 | 2 | 1 | -4
7 | COc1ccc(OC)c(/C=N/N=C(\N)c2nonc2N)c1 | 5 | -0.3 | 3 | -3 | -10
8 | CC1=NN(c2ccc(Cl)cc2)C(=O)C1C(c1ccccc1O)c1c(C)[nH]n(-c2ccc(Cl)cc2)c1=O (configuration not stated) | 6 | 4.2 | 0 | -3 | 11
9 | O=C(O)/C=C/C(=O)Nc1ccccc1SC(F)(F)F | -4 | 1.9 | -22 | -1 | 3
10 | CCN(C[C@H]1N[C@@](C)(C(=O)OC)[C@H]2C(=O)N(Cc3ccccc3)C(=O)[C@@H]12)S(=O)(=O)c1ccc(OC)cc1 | 9 | x | -12 | x | -1
11 | Cc1ccccc1N1C(=O)C2ON(c3ccccc3)C(c3ccncc3)C2C1=O (configuration not stated) | -7 | 2.3 | -4 | 0 | -7
12 | Cc1cc(C)cc(N=C(NO)c2cccc([N+](=O)[O-])c2)c1 | 0 | 3.0 | 6 | -1 | 13
13 | Cc1onc(-c2ccccc2)c1C(=O)OCCOc1cccc(Cl)c1 | -3 | 3.0 | 11 | 1 | -1
14 | CCn1c(C)cc(/C=C2\NC(=O)N(CC(=O)Nc3cccc(C)c3)C2=O)c1C | 0 | -0.8 | -4 | 7 | -1
15 | COC(=O)c1ccc(N2CCN(C)CC2)c(NC(=O)c2ccc(-c3ccc(Cl)cc3)o2)c1 | -4 | 1.2 | 16 | -5 | 4

nr | Fh CTSL1 inh | HCV core dimer | AHR act | TPT1 inhibitor
1 | -3 | 15 | 2 | 0
2 | 2 | -13 | -2 | -2
3 | -1 | 7 | -2 | -3
4 | -4 | -9 | 4 | -3
5 | -4 | -2 | 2 | 3
6 | 4 | 2 | -4 | -4
7 | 2 | -4 | 21 | -1
8 | -2 | 6 | 26 | -6
9 | 1 | -2 | 2 | -3
10 | x | x | 2 | x
11 | -1 | 0 | -1 | 1
12 | -4 | -12 | 6 | 2
13 | 2 | 6 | -1 | -1
14 | -1 | 32 | 80* | 8
15 | -2 | 0 | -2 | -3

4 compounds from above, arranged by the number in AHR act, lowest first:
cpd	Structure	AHR act
6	CCCc1c(C(=O)N/N=C/c2ccccc2C(F)(F)F)nnn1-c1nonc1N	-4
2	COCc1nnc(NC(=O)c2ccc(S(=O)(=O)N3CCCC3)cc2)o1	-2
12	Cc1cc(C)cc(N=C(NO)c2cccc([N+](=O)[O-])c2)c1	6
8	CC1=NN(c2ccc(Cl)cc2)C(=O)C1C(c1ccccc1O)c1c(C)[nH]n(-c2ccc(Cl)cc2)c1=O (configuration not stated)	26

Continued:
nr | SMILES | procasp3 activ | PP5 primary | procasp7 counter | PP1 inh | PAFAH2 inh
16 | C/C(CC1CC(COCC(C)C)OC1=O)=N\Nc1nc(-c2ccccc2)cs1 (configuration not stated) | -2 | 0.8 | -33 | 7 | 6
17 | CCC(C)(C)NC(=O)/C=C/c1ccccc1[N+](=O)[O-] | 1 | -0.2 | 10 | -3 | 2
18 | O=C(COc1coc(CN2CCc3ccccc3C2)cc1=O)Nc1ccc(F)cc1 | 1 | -1.4 | 1 | -5 | 6
19 | CCCCn1c(=O)[nH]c(=O)c2c1ncn2Cc1ccco1 | 1 | -1.1 | -5 | -1 | -4
20 | O=C(Nc1ccc(F)cc1)NC1CCCc2ccccc21 (configuration not stated) | 5 | 0.7 | 4 | -3 | 5
21 | Cc1nn(C(C)C)c(C)c1CN1CCN(Cc2ccsc2)C(CCO)C1 (configuration not stated) | 3 | 1.1 | 9 | -3 | 1
22 | O=C1C(=O)N(CCN2CCOCC2)C(c2ccccn2)/C1=C(/O)c1ccccc1 (configuration not stated) | -23 | 1.2 | -21 | 5 | 2
23 | CCN1CCN(c2ccc(S(=O)(=O)N3CCCCC3)cc2NC(=O)c2cccc(C(F)(F)F)c2)CC1 | -10 | 3.7 | 8 | 1 | -5
24 | COC(=O)c1ccc(OC)c(CSc2nnc(COc3ccccc3)o2)c1 | 8 | 2.4 | -2 | 4 | -3
25 | COc1ccc(NC(=O)CN2CCN(S(=O)(=O)c3cccs3)CC2)cc1Cl | 10 | 0.3 | 9 | -1 | 1
26 | CCNC(=O)Cc1c(OC)ccc2cc(Br)ccc12 | 5 | -0.3 | 5 | -1 | -8
27 | O=C(CCN1C(=O)/C(=C/c2ccccc2Cl)SC1=S)NCCc1ccc(O)cc1 | -7 | -5.7 | -26 | -9 | -1
28 | FC(F)(F)c1cc(-c2ccco2)nc(NCc2cccnc2)n1 | -4 | -0.1 | 1 | 0 | 2
29 | COc1ccc(NS(=O)(=O)c2cn(C)cn2)c(OC)c1 | 0 | -0.2 | 10 | -4 | 1
30 | Cc1cc(C)cc(Oc2nc(-c3ccccc3)cc(C)c2S(C)(=O)=O)c1 | 4 | 3.5 | 4 | 4 | -1

nr | Fh CTSL1 inh | HCV core dimer | AHR act | TPT1 inhibitor
16 | 1 | 34 | 25 | 6
17 | -3 | -4 | 3 | 0
18 | -4 | -9 | 1 | -2
19 | 2 | 0 | 3 | -1
20 | -1 | -9 | 2 | 1
21 | -3 | 2 | 1 | -2
22 | 10 | -9 | 6 | 6
23 | 3 | -2 | -2 | 3
24 | -3 | -2 | -1 | -4
25 | x | x | -4 | x
26 | -7 | 2 | 5 | -4
27 | 4 | 13 | 1 | 2
28 | 4 | 14 | 37 | 1
29 | 3 | -6 | 0 | -3
30 | 1 | 6 | 14 | 2

The results go on:
nr | SMILES | procasp3 activ | PP5 primary | procasp7 counter | PP1 inh | PAFAH2 inh
31 | Cc1ccc2cc(C(c3nnnn3C3CCCC3)N(Cc3ccco3)Cc3cccs3)c(=O)[nH]c2c1 (configuration not stated) | 1 | 1.2 | -4 | 10 | -8
32 | COC(=O)c1ccc(CSc2nnc(-c3ccccc3)n2C)o1 | -9 | -1.1 | 3 | -4 | 3
33 | CCn1c(CNc2ccccc2Cl)nnc1SCC(=O)OC1CCCCC1 | 10 | 2.1 | 2 | 2 | -1
34 | Cc1ccc(S(=O)(=O)N2CCN(CC(=O)N/N=C/c3ccc(C)o3)CC2)cc1 | -6 | 0.9 | 1 | 0 | -5
35 | Cc1ccc2nc(SCCC(=O)O)cc(C)c2c1 | -8 | -0.5 | -4 | -4 | 9
36 | CCC(CC)c1nc(C#N)c(NCc2ccccc2)o1 | 5 | 3.7 | -5 | 3 | 0
37 | COc1ccc(C(C)=O)cc1COC(=O)CNC(=O)c1ccc(F)cc1 | 7 | 0.6 | 2 | 3 | 0
38 | Cc1cc(Cl)nc(-c2ccccc2O)n1 | 3 | -0.7 | 8 | -3 | -9
39 | CCN1CCN(C(=O)Cn2nc(C)n3c(cc4c(OC)cccc43)c2=O)CC1 | 5 | 2.2 | 1 | -1 | 22
40 | N#Cc1ccc(CSc2ncnc3c2cnn3Cc2ccccc2)cc1 | -8 | 3.6 | 10 | -1 | -2
41 | Cc1ccc(OCc2cc(C(=O)NCc3cn4ccccc4n3)no2)cc1C | 16 | 2.5 | 3 | 1 | 2
42 | O=C(COC(=O)c1c(Cl)cccc1Cl)NCc1cccs1 | 1 | x | 1 | x | -1
43 | COc1cc(C)c(COc2ncnc3ccccc23)cc1OC | 0 | 2.0 | -3 | 0 | -4
44 | O=C(NCC(=O)N(Cc1ccco1)C(C(=O)NC1CCCCC1)c1cccnc1)c1cccs1 (configuration not stated) | -9 | 3.5 | -7 | 4 | -1
45 | COc1nc(Oc2ccc(/C=N/O)cc2)nc(N(C)C)n1 | 2 | 0.2 | -1 | -4 | -3

nr | Fh CTSL1 inh | HCV core dimer | AHR act | TPT1 inhibitor
31 | 0 | 14 | 2 | 0
32 | -12 | -1 | 3 | 4
33 | 0 | 14 | -1 | -1
34 | -5 | -5 | 1 | -1
35 | 6 | 3 | 0 | -2
36 | -5 | -7 | 7 | -21
37 | -8 | -7 | -1 | -1
38 | -1 | 2 | 1 | -1
39 | 0 | -4 | 3 | 2
40 | 3 | 1 | 2 | 2
41 | 0 | 11 | 0 | 3
42 | x | x | -3 | x
43 | 3 | -1 | 0 | 7
44 | -4 | 6 | 6 | 1
45 | 0 | -1 | 0 | 2

Going on with the list:
nr | SMILES | procasp3 activ | PP5 primary | procasp7 counter | PP1 inh | PAFAH2 inh
46 | COc1ccc(OCC(=O)N(Cc2ccco2)C2CCS(=O)(=O)C2)cc1 (configuration not stated) | -10 | -1.0 | 7 | -3 | x
47 | COc1ccc(C)cc1-n1nnnc1SCC(=O)NC1CCS(=O)(=O)C1 (configuration not stated) | -1 | 2.7 | 2 | -4 | 5
48 | COc1ccccc1CC(=O)N1CCCc2ccccc21 | 5 | 0.2 | -19 | -5 | 4
49 | Cc1ccc(C(=O)N2CCN(c3ccc(NC(=O)COc4ccccc4C)cc3)CC2)cc1 | -6 | 1.1 | 5 | -6 | -1
50 | O=C(c1ccc(C(F)(F)F)cc1)C1CCCN(C(=O)CN2CCCC2=O)C1 (configuration not stated) | 11 | 1.7 | 3 | -3 | 4
51 | N=C(c1cccc([N+](=O)[O-])c1)N1CCCCC1 | 4 | -1.1 | 3 | -1 | -3

nr | Fh CTSL1 inh | HCV core dimer | AHR act | TPT1 inhibitor
46 | 0 | 1 | -2 | 0
47 | x | x | 0 | x
48 | 3 | -5 | 1 | 2
49 | -2 | 12 | 1 | 1
50 | 0 | 3 | 1 | -5
51 | -2 | -9 | -4 | -3

Records above printed as active in AHR act:
cpd | canonical_smiles | procasp3 activ | PP5 primary | PAFAH2 inh | HCV core dimer | AHR act | TPT1 inhibitor
14 | CCn1c(C)cc(/C=C2\NC(=O)N(CC(=O)Nc3cccc(C)c3)C2=O)c1C | 0 | -0.8 | -1 | 32 | 80* | 8

Quoted from above, nos. 46–47
nr | SMILES | procasp3 activ | PP5 primary | procasp7 counter | PP1 inh | PAFAH2 inh
46 | COc1ccc(OCC(=O)N(Cc2ccco2)C2CCS(=O)(=O)C2)cc1 (configuration not stated) | -10 | -1.0 | 7 | -3 | x
47 | COc1ccc(C)cc1-n1nnnc1SCC(=O)NC1CCS(=O)(=O)C1 (configuration not stated) | -1 | 2.7 | 2 | -4 | 5

nr | Fh CTSL1 inh | HCV core dimer | AHR act | TPT1 inhibitor
46 | 0 | 1 | -2 | 0
47 | x | x | 0 | x
